Assay outcomes as filed in PubChem.
Rv3671c inh: Rv3671c (M. tuberculosis) protease inhibition; inhibition, % at 5.96 µM; 320,000 tested, 0.048% active; in the data active means inhibition above about 38%;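 further: extracellular domain of Rv3671c used as enzyme; 0% = enzyme with DMSO and 100% = no enzyme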
FadD28 FP inh: M. tuberculosis FadD28 bisubstrate binding inhibition; FadD28 bisubstrate probe binding, fluorescence polarization; inhibition, % at 12.5 µM; 360,000 tested, 0.22% active; AID 588549; in the data active means inhibition above about 8.5%, passing the limit was not always enough; inconclusive means no clear call, values can overlap the other calls
CCHFV vOTU inh: CCHFV vOTU protease inhibition; AID 651958; inhibition, % at 11.5 µM; 370,000 tested, 0.55% active; Pep-AMC fluorescence; further: 0% = vehicle wells with enzyme and 100% = no enzyme wells
BioA inh: blocks M. tuberculosis BioA enzyme activity; purified M. tuberculosis BioA enzyme, plate reader; 360,000 tested, 0.096% active; inhibition, % at 9.99 µM; in the data active means inhibition above about 40%; inconclusive means no clear call, values can overlap the other calls
Mtb UGM inh: blocks M. tuberculosis UGM enzyme. 320,000 tested, 0.06% active. P9WIQ1. inhibition, % at 10 µM. purified UGM, fluorescence polarization probe displacement; in the data active means inhibition above about 10%, passing the limit was not always enough; inconclusive means no clear call, values can overlap the other calls
Target sequence (P9WIQ1 whole entry, looked up): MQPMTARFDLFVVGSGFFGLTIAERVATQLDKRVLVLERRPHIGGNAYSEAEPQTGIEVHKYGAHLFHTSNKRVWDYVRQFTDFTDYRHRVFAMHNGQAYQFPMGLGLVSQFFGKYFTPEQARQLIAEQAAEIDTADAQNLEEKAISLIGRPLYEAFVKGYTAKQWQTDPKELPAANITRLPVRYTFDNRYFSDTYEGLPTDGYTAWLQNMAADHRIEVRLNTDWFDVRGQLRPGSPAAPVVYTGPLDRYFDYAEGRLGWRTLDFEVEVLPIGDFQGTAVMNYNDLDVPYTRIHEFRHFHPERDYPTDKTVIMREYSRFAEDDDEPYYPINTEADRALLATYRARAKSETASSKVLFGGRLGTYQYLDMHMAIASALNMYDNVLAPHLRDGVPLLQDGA
MazEF act: activators of E. coli MazEF toxin-antitoxin RNase; AID 504720; P0AE70; FAM/BHQ RNA-DNA oligo cleavage fluorescence, 5 h; activation, % at 20 µM; 350,000 tested, 0.32% active; in the data active means activation above about 50%
Target sequence (P0AE70 whole entry, looked up): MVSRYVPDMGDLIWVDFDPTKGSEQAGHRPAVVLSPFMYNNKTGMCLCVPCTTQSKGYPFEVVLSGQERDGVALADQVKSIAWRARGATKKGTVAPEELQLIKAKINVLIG
FBA Mtb inh: Mtb fructose-bisphosphate aldolase inhibition | purified M. tuberculosis FBA, fluorescence read-out | inhibition, % at 1 µM | 360,000 tested, 2.3% active | AID 588726; in the data active means inhibition above about 27%;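 further: 0% = vehicle and 100% = reference inhibitor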
Target sequence (P9WQA3 whole entry, looked up): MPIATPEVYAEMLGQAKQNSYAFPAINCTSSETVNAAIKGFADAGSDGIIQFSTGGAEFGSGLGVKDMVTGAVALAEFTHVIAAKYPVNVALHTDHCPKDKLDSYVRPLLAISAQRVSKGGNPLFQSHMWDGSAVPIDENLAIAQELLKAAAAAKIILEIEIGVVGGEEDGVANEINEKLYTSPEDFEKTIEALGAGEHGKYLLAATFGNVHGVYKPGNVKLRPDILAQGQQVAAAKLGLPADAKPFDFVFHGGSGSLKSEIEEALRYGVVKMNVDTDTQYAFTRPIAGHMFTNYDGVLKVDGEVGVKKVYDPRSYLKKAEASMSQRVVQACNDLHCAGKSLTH
BoNT F protease: BoNT F light chain protease inhibition; 360,000 tested, 0.22% active; inhibition, % at 10 µM; Multiplex microsphere protease cleavage assay, flow cytometry; in the data active means inhibition above about 35%, passing the limit was not always enough; inconclusive means no clear call, values can overlap the other calls; further: plate controls were buffer without enzyme for full effect and enzyme alone for no effect
GDH-TPI inh: GDH-TPI coupled enzyme inhibition counter-screen. GDH-TPI coupled enzyme counterscreen, NADH absorbance. 360,000 tested, 1.2% active. inhibition, % at 4.8 µM. AID 588335;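 further: 0% = DMSO wells and 100% = wells lacking the enzyme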
VHR inh abs: blocks human VHR1 dual specificity phosphatase; P51452; recombinant VHR phosphatase, pNPP absorbance; inhibition, % at 13.3 µM; 290,000 tested, 0.52% active; AID 1654; in the data active means inhibition above about 50%; further: some compounds called inactive have numbers as strong as hits
Target sequence (P51452 whole entry, looked up): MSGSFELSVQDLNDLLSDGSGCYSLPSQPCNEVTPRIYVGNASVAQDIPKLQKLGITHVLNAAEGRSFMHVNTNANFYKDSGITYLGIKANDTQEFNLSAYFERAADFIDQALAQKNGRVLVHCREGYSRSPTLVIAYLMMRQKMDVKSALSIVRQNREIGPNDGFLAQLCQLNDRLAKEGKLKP
An asterisk follows results filed as active; i = inactive; ? = inconclusive; . = no result given. Unless noted, no stated cut-off is given here; in the data, active means inhibition above about 30%; inactive means the rest.

The line under a structure holds: Rv3671c inh	FadD28 FP inh	CCHFV vOTU inh	BioA inh	Mtb UGM inh	MazEF act	FBA Mtb inh	BoNT F protease	GDH-TPI inh	VHR inh abs
> COc1ccc(Sc2nc3ccccc3n3c(C(F)(F)F)nnc23)cc1
 : -2	-1.6	4	-1.4	-3.9	-18	2	-6	1	27
> CCc1nnc(NC(=O)c2ccncc2)s1
 : 0	0.2	2	-6.3	1.6	3	0	-10	10	12
> COc1cc(C(=S)N2CCCC2)cc(OC)c1O
 : 1	-3.4	-9	.	0.6	6	0	-1	0	-7
> COc1ccc(OC)c(NC(=O)CCn2c(=S)[nH]c3ccccc3c2=O)c1
 : 6	-0.8	-5	0.0	0.1	-11	0	-5	-2	-1
> CN(C)c1ccc(Nc2ncnc3ccc(Br)cc23)cc1
 : 8	-2.0	8	2.4	-1.2	3	1	-13	-1	27
> Cc1ccccc1OCc1ccc(C(=O)N2CCOCC2)o1
 : 0	-0.2	11	0.0	-0.8	1	0	5	15	11
> CC1Cc2ccccc2N1Cc1nc2cc(Cl)ccc2c(=O)[nH]1 (configuration not stated)
 : -9	-1.7	2	-0.4	2.0	6	0	-2	5	16
> CC(=O)Nc1cc([N+](=O)[O-])ccc1N1CCOCC1
 : -1	0.0	14	.	-1.7	-5	-1	0	6	11
> CCCCn1nnnc1C(c1ccnc2ccccc12)N1CCC2(CC1)C(=O)NCN2c1ccccc1 (configuration not stated)
 : .	-2.9	3	2.4	.	.	-3	-5	.	.
> Cc1cc(C)c(S(=O)(=O)O)c(C)n1
 : -4	-0.2	-4	1.6	5.4	4	2	9	-12	2
> COc1ccc(CCNC(=O)COC(=O)CCC(=O)c2ccc(F)cc2)cc1OC
 : 4	0.5	7	.	0.3	0	5	-2	4	-9
> O=C(CCc1nnc(CCCCc2ccccc2)o1)NCc1cc(F)ccc1F
 : -3	-1.8	1	.	-2.2	-1	-3	0	-5	3
> CC1CC(C)CN(CCCn2c(=S)[nH]c3ccccc3c2=O)C1 (configuration not stated)
 : -10	-4.3	4	3.1	-1.1	-4	-2	0	4	18
> COc1cc(-c2nnc(NC(=O)CS(=O)(=O)c3ccc(F)cc3)o2)cc(OC)c1OC
 : 5	-2.5	1	-0.4	-0.8	0	0	-14	1	.
> CCc1ccccc1NC(=O)CCS(=O)(=O)c1ccc(C)cc1
 : 4	-3.1	-15	0.0	0.7	-15	1	10	-2	.
> O=c1[nH][nH]c(=O)c2c(NS(=O)(=O)c3ccccc3)cccc12
 : 2	-0.8	-4	.	1.3	-18	4	20	4	20
> CCOC(=O)c1c(NC(=O)CCN2C(=O)c3ccccc3C2=O)sc(C(=O)OC(C)C)c1C
 : 9	-1.1	4	.	-2.6	-8	5	-3	11	20
> OCC1CCCCN1CCNCc1cn[nH]c1-c1cccc2ccccc12 (configuration not stated)
 : 12	-1.9	-5	0.2	-2.4	0	-3	-11	4	4
> CCSc1ccc([C@@H]2[C@@H]3C(=O)N(C)C(=O)[C@@H]3[C@]3(C(=O)OC)CCCCN23)cc1OC
 : -7	-3.2	6	2.3	-2.9	7	-2	-8	0	.
> O=C(Cn1nnc(-c2ccccc2Cl)n1)N/N=C/c1ccc(-c2cccc(Cl)c2)o1
 : -22	-3.9	-19	.	.	-4	1	-3	17	1
> CCn1nc(C)c(C(=O)Nc2cc(Oc3ccc(Cl)cc3)cc([N+](=O)[O-])c2)c1C
 : -24	-6.9	-12	-0.8	0.8	-2	1	2	-2	11
> Oc1c(I)cc(I)c2cccnc12
 : 12	-1.5	11	-0.9	.	-5	-3	7	13	5
> Cc1cccc(CC(C)NC(=O)c2cc(COc3ccc(C)c(C)c3)on2)n1 (configuration not stated)
 : -10	-4.2	27	-1.4	1.4	-5	-1	-3	-5	1
> O=C(NN1C(=O)C2C(c3ccccc3)C=CC(c3ccccc3)C2C1=O)c1cccc(Br)c1 (configuration not stated)
 : -149	0.8	-5	.	-0.3	3	3	1	-3	-27
> COc1ccc(NC(=O)COC(=O)C(CC(C)C)N2C(=O)C3CC=CCC3C2=O)cc1Cl (configuration not stated)
 : -5	-0.8	-6	-0.9	-0.3	2	1	-2	7	4
> O=c1[nH]cnc2sc3c(c12)CCC3
 : -8	-2.9	15	.	-1.5	-18	-2	-5	4	-8
> COc1cc2c(CCNC(C)=O)c[nH]c2cc1Cl
 : -4	-3.3	21	-0.6	5.9	2	-1	-8	4	.
> CCOC(=O)C1=C(C)Nc2nnnn2C1c1ccccc1Cl (configuration not stated)
 : 2	0.2	11	4.8	0.8	3	0	22	8	22
> Cn1ncc2c(Nc3cccc([N+](=O)[O-])c3)ncnc21
 : -7	-1.0	-4	1.5	2.8	8	-3	2	5	-17
> CCCCCCCNC(=O)C1(CC2CC(c3cccc(Br)c3)=NO2)CCN(C(=O)c2cc(OCC)c(OCC)c(OCC)c2)CC1 (configuration not stated)
 : -29	1.6	11	-0.9	0.9	2	1	0	6	.
> CCOC(=O)N1CCN(c2cc(=O)n(-c3ccccc3C)c(=O)[nH]2)CC1
 : 2	-4.2	6	-1.3	1.0	-1	-1	1	-3	24
> O=C(CCl)N(c1ccccc1)c1ccccc1
 : .	-1.4	0	.	.	-3	1	-4	-2	13
> O=C(O)c1ccc(-c2cccc(-c3nn4c(=O)cc(N5CCNCC5)nc4s3)c2)cc1
 : .	-4.2	9	-1.0	.	.	-1	-5	8	.
> CCC(N)Cc1c[nH]c2ccccc12 (configuration not stated)
 : .	-3.5	-6	-0.4	.	-4	0	-9	-4	64
> CC1CCN(Cc2c(C(=O)N/N=C/c3ccc(C(C)(C)C)cc3)nnn2-c2nonc2N)CC1
 : -6	1.0	5	-0.9	0.1	-9	4	0	-2	-15
> O=C(N1CCc2cc(S(=O)(=O)NC[C@H]3O[C@@H](n4ccc(=O)[nH]c4=O)[C@H](O)[C@@H]3O)ccc2C1)C(F)(F)F
 : .	-0.4	-2	-0.6	.	-6	4	-7	0	.
> O=C(COC(=O)C1(c2ccc(F)cc2)CCCC1)N1CCNC1=O
 : -1	.	11	-0.1	-0.8	3	0	0	-2	.
> CNc1ccc(-c2ccccc2CO)cn1
 : .	-3.3	-33	-0.9	.	.	51*	-6	9	.
> CCn1cnc2c1c(=O)n(CC(=O)OC(C)C(N)=O)c(=O)n2Cc1ccccc1 (configuration not stated)
 : 4	-1.5	1	-1.0	2.6	12	4	-4	6	2
> CC(Oc1ccc(F)cc1F)C(=O)NNC(=S)NCC1CCCO1 (configuration not stated)
 : -2	-3.3	-2	-1.0	-1.1	-8	4	-8	-7	6

3 entries from above, set out differently.
O=C(CCl)N(c1ccccc1)c1ccccc1
- Rv3671c inh = .
- FadD28 FP inh = -1.4
- CCHFV vOTU inh = 0
- BioA inh = .
- Mtb UGM inh = .
- MazEF act = -3
- FBA Mtb inh = 1
- BoNT F protease = -4
- GDH-TPI inh = -2
- VHR inh abs = 13
O=C(Cn1nnc(-c2ccccc2Cl)n1)N/N=C/c1ccc(-c2cccc(Cl)c2)o1
- Rv3671c inh = -22
- FadD28 FP inh = -3.9
- CCHFV vOTU inh = -19
- BioA inh = .
- Mtb UGM inh = .
- MazEF act = -4
- FBA Mtb inh = 1
- BoNT F protease = -3
- GDH-TPI inh = 17
- VHR inh abs = 1
CCSc1ccc([C@@H]2[C@@H]3C(=O)N(C)C(=O)[C@@H]3[C@]3(C(=O)OC)CCCCN23)cc1OC
- Rv3671c inh = -7
- FadD28 FP inh = -3.2
- CCHFV vOTU inh = 6
- BioA inh = 2.3
- Mtb UGM inh = -2.9
- MazEF act = 7
- FBA Mtb inh = -2
- BoNT F protease = -8
- GDH-TPI inh = 0
- VHR inh abs = .

Other compounds follow.
The line under a structure holds: Rv3671c inh	FadD28 FP inh	CCHFV vOTU inh	BioA inh	Mtb UGM inh	MazEF act	FBA Mtb inh	BoNT F protease	GDH-TPI inh	VHR inh abs
> Cc1ccc(/C=N/n2c(-c3ccccc3)n[nH]c2=S)cc1
 : 0	-0.6	9	-1.6	0.4	-3	-1	23	-1	0
> CCN(C(=S)NC(=O)Cc1ccc(OC)cc1)c1ccccc1
 : 4	-3.4	-14	-0.1	0.0	9	2	?	-12	.
> CCCCc1ccc(NC(=S)N2CCN(C(=O)c3ccco3)CC2)cc1
 : .	-1.6	11	0.0	0.3	2	1	2	4	7
> COCCCn1c(SCc2cccc(OC)c2)nc2cc(OC)c(OC)cc2c1=N
 : -11	-4.4	7	4.0	-1.0	-4	0	0	-1	21
> Cc1ccc2c(c1)CCCN2C(=O)Nc1ccc2c(c1)OCO2
 : 2	-3.3	-8	2.2	-0.7	-3	7	-5	-8	22
> CCOc1ccc2nc(/N=C/c3nc(-c4ccc(Br)cc4)oc3O)sc2c1
 : -3	-3.4	-10	.	-0.3	17	-7	8	2	4
> O=C(CCN1C(=O)c2cccc([N+](=O)[O-])c2C1=O)NC1CCCCCC1
 : 3	-0.1	-1	-0.9	-1.8	0	-2	3	3	.
> CCCc1cc(=O)[nH]c(SCC(=O)NCCN2C(=O)CSC2=O)n1
 : 4	0.5	6	-1.4	0.3	13	-2	4	1	.
> CCOC(=O)c1c(-c2ccccc2)csc1NC(=O)c1ccc(S(=O)(=O)N2CC(C)OC(C)C2)cc1 (configuration not stated)
 : 2	1.8	-6	0.6	-4.3	-6	6	-1	-1	-17
> CCOc1c(Cl)cc(CNc2nnnn2C)cc1OC
 : 8	-3.9	0	0.1	-1.0	11	-2	?	13	1
> CC1(C)CC(=O)C(C(c2ccccc2F)C2C(=O)CC(C)(C)CC2=O)C(=O)C1
 : -1	-1.3	7	-1.0	0.0	2	-1	-6	0	33
> Cc1ccc(C(=O)Nc2ccc(N3CCOCC3)nc2N2CCOCC2)cc1
 : 4	0.0	-15	0.0	0.0	6	1	.	26	-9
> Cc1cccc(C)c1-n1cccc1/C=C1\SC(=S)N(c2cccc(C(=O)O)c2)C1=O
 : -36	-7.5	24	.	-0.2	-5	0	0	-3	-15
> Cc1ccc(OCC(=O)N2N=C(C(F)(F)F)CC2(O)C(C)(C)C)cc1C (configuration not stated)
 : -10	-5.0	28	5.0	-1.0	6	-1	-1	-6	15
> COc1ccc(S(=O)(=O)N2CCOCC2)cc1NC(=O)CCCOc1ccccc1
 : 0	-2.4	-9	-1.4	4.7	2	-5	-2	2	.
> COc1ccc(NC(=O)CSc2nnc(-c3cnccn3)n2C)cc1OC
 : -5	-2.1	-1	0.5	2.4	0	1	10	0	11
> O=C(CCn1nc(-c2ccc(Cl)cc2)c2ccccc2c1=O)NN1CCOCC1
 : 1	-2.1	-12	0.0	-0.8	8	0	-2	7	16
> N#C/C(=C/c1ccccc1[N+](=O)[O-])c1nnc2n1CCCCC2
 : -7	-2.9	2	.	0.0	4	0	-5	3	26
> COc1ccccc1Nc1nnc(SCC(=O)NC(=O)Nc2ccc3c(c2)OCCO3)s1
 : -6	-1.2	-10	.	-0.4	-33	-4	-5	9	5
> Clc1ccccc1C1CC(c2ccccc2)Nc2ncnn21 (configuration not stated)
 : 5	-2.3	5	3.9	2.2	-2	-2	-5	-2	28
> COc1ccc(Cc2c(N)nc(C)nc2N)cc1
 : -4	-3.3	1	.	1.0	-2	-2	-4	-1	17
> CCOc1ccc(/C(CCC(=O)O)=N/NC(=S)NC(C)C)cc1
 : 1	0.6	-8	.	-0.1	6	-2	-1	-1	44
> O=C(Nc1ccc(N2CCN(C(=O)c3ccco3)CC2)cc1)c1ccccc1Br
 : -2	1.3	-3	0.8	1.4	4	-1	-4	-1	6
> Cc1ccc(N)cc1-n1c(C)ccc1C
 : 9	-5.7	-2	-3.6	-4.8	13	2	-19	0	31
> Cc1ccc(O)c(NC(=O)c2noc(C(C)C)c2[N+](=O)[O-])c1
 : 2	0.4	3	.	2.8	2	-1	-10	2	18
> O=C(Cn1c(CO)nc2ccccc21)Nc1ccccc1Cl
 : -2	-3.0	1	.	-1.7	-1	0	-1	-2	37
> COc1cc(C2c3[nH]c4ccccc4c3CCN2Cc2cn(C)nc2C)ccc1F (configuration not stated)
 : 13	1.7	-11	.	2.1	10	13	-5	8	17
> CN1/C(=C\C=C2/SC(=S)N(CC(=O)O)C2=O)C(C)(C)c2ccccc21
 : i	-53	18	.	-27	i	-17	-10	11	15
> O=C1CC(c2cccc(Br)c2)C2=C(COC2=O)N1 (configuration not stated)
 : 0	-1.5	-4	.	0.3	6	4	0	10	18
